# All columns: NCI-60 one-dose screen, growth in % after 48 h at 10 µM unless noted; 100 = growth as untreated, 0 = no growth, -100 = all killed.
# HL-60(TB): HL-60(TB) leukemia cells; 9% of 78,000 active; active means growth percent below 10
# Starred values were filed as active, the others as inactive. An excerpt; the hit share may differ from the screen's.
mol | HL-60(TB)
Nc1c(C(=O)Nc2ccc(Br)cc2)sc2nc(-c3cnccn3)cc(-c3cccs3)c12 | 57
NCC1CC1 | 111
C=CCc1c(O)c(C=O)c(OC)c2c(=O)cc(-c3ccccc3OC)oc12 | 83
C=CCC1(C(=O)OCC)CCCCC1=O (configuration not stated) | 115
S=C(NCc1ccccc1)c1ccccc1 | 103
Cc1c(Cl)cccc1NC(=O)c1sc2nc3c(cc2c1N)COCC3 | 2.4*
CC(C)CCC1(CCO)C(=O)N=C(N)NC1=O (configuration not stated) | 114
CC(C)(C)NCCC(O)c1cc(C(F)(F)F)nc2c(C(F)(F)F)cccc12 (configuration not stated) | 74
ClB(Cl)c1ccccc1 | 98
COc1ccc(-c2cc3c(=N)n(NC(=O)c4ccccc4)cnc3o2)cc1 | 100
CCc1ccc(C2=NN(c3ccc(S(N)(=O)=O)cc3)C(c3cccc(Cl)c3)C2)cc1 (configuration not stated) | 88
Cc1ccc(S(=O)(=O)NCCc2ccccc2)cc1 | 97
COC1=CC(=O)O[C@@H](/C=C/c2ccc3c(c2)OCO3)C1 | 114
CC(C)C1CCC(C)C(SCCO)C1 (configuration not stated) | 88
CCCCNC1=CC(=O)C(NCCCC)=CC1=O | 115
CC(=O)NCCN | 103
COc1ccc(/C=C(/C(=O)N2CCNCC2)c2cc(OC)c(OC)c(OC)c2)cc1O | -38*
CC(C#N)Oc1cccc2ccccc12 (configuration not stated) | 98
CN1CCN(c2nc(NN3C(=O)c4cccc5cccc(c45)C3=O)nc(N3CCOCC3)n2)CC1 | 101
CCOC(=O)/C=C/C(=O)Nc1ccc(C(=O)O)c(O)c1 | 72

# 4 compounds drawn at random from those above, as already listed:
mol | HL-60(TB)
COc1ccc(-c2cc3c(=N)n(NC(=O)c4ccccc4)cnc3o2)cc1 | 100
CN1CCN(c2nc(NN3C(=O)c4cccc5cccc(c45)C3=O)nc(N3CCOCC3)n2)CC1 | 101
CC(=O)NCCN | 103
CC(C)CCC1(CCO)C(=O)N=C(N)NC1=O (configuration not stated) | 114

# Shown field by field: three of the compounds above
molecule: C=CCc1c(O)c(C=O)c(OC)c2c(=O)cc(-c3ccccc3OC)oc12
  HL-60(TB): 83
molecule: C=CCC1(C(=O)OCC)CCCCC1=O (configuration not stated)
  HL-60(TB): 115
molecule: S=C(NCc1ccccc1)c1ccccc1
  HL-60(TB): 103

# Assay outcomes from PubChem BioAssay.
